D1 potentiator: Potentiators of Human D1 Dopamine Receptor: qHTS | potentiation, % at 10 µM | D(1A) dopamine receptor (Homo sapiens), P21728 | HEK293 TREx D1 cells, calcium flux, dopamine EC20 potentiation | hit rate 0.036% among 360,000; in the data active means potentiation above about 30%; further: 0% is about no effect
Target sequence (P21728 whole entry, looked up): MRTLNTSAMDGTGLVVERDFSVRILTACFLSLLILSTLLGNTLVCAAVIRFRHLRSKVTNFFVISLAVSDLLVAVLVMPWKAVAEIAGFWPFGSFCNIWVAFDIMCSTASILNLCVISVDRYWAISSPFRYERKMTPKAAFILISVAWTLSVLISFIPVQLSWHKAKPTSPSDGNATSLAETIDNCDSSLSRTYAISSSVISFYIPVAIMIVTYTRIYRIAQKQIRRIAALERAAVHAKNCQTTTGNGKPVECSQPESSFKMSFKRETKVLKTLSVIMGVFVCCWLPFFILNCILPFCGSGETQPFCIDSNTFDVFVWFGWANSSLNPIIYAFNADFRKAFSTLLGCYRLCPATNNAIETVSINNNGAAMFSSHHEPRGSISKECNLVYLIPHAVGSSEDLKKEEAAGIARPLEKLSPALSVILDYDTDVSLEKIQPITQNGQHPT
RXFP1 ag: qHTS Assay for Agonists of the Relaxin Receptor RXFP1 | Relaxin receptor 1 (Homo sapiens), Q9HBX9 | HEK293T-RXFP1 cAMP TR-FRET, 30 min; response scale: percent of porcine relaxin response, buffer zero | Potency, µM (top dose mostly 57.5 µM), inactives show top-dose activation, most hits filed as activators | hit rate 0.3% among 370,000; further: potency means the concentration at half of the fitted maximal effect; on the % scale 0 is the no-effect control and ±100 the full control effect; nearly all actives have a fitted effect of over 60% in size; many of its hits are not listed in these tables
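HEK293T cells stably expressing RXFP1 were pretreated with the PDE4 inhibitor Ro 20174, exposed to compounds for 30 min at 37C, lysed, and cAMP was read by TR-FRET. Data normalized to buffer (basal) and 29 nM porcine relaxin (100%).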
D1 agonist: Allosteric Agonists of the Human D1 Dopamine Receptor: qHTS; HEK293 T-REx D1 cells, calcium flux, agonist mode; activation, % at 2 µM; hit rate 1% among 360,000; AID 504660, 2011; D(1A) dopamine receptor (Homo sapiens), P21728; in the data active means activation above about 30%; further: 0% is about no effect
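Inducible HEK293 T-REx D1 cells, force-coupled to calcium signalling, were plated at 4000 cells/well with tetracycline and held overnight at 30 C. After no-wash calcium dye loading, compound-evoked calcium rise over 180 s flagged agonists.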
Vif-APOBEC3G blk: qHTS for Inhibitors of Vif-A3G Interactions: qHTS | DNA dC->dU-editing enzyme APOBEC-3G (Homo sapiens), Q9HC16 | HeLa A3G-eYFP + Vif (tagged APOBEC3G with the HIV-1 protein that degrades it), YFP fluorescence, overnight | hit rate 0.076% among 410,000 | Potency, µM (titrated, usually from 46.1 µM), for inactives: at the highest dose activity, negative = active, most hits filed as inhibitors | AID 602310, 2012;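 further: potency means the concentration at half of the fitted maximal effect; on the % scale 0 is the no-effect control and ±100 the full control effect; nearly all actives have a fitted effect of over 60% in size; hits raise eYFP signal because A3G escapes Vif-driven loss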
Target sequence (Q9HC16 whole entry, looked up): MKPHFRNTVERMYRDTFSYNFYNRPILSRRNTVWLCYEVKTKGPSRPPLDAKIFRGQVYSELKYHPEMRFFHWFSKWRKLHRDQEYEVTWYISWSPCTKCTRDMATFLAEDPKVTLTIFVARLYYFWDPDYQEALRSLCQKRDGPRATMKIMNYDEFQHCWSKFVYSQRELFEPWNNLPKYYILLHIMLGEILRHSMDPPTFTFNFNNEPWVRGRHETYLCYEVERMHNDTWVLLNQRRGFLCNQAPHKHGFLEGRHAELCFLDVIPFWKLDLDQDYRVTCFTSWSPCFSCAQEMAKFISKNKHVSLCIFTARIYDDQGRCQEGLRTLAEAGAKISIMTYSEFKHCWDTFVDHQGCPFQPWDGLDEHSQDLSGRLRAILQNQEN
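HeLa cells stably expressing Vif and C-terminally eYFP-tagged A3G, seeded overnight at 37 deg C, then exposed to compound by pintool overnight at 37 deg C. Rise in yellow fluorescence (Ex 488/Em 500-530, Acumen) marks blocked Vif-driven A3G degradation.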
D1 antag: Antagonist of Human D 1 Dopamine Receptor: qHTS; D(1A) dopamine receptor (Homo sapiens), P21728; HEK293 TREx D1 cells, calcium flux, dopamine EC80; hits give low values; activity change, negative = inhibition, % at 10 µM; hit rate 3.2% among 360,000; AID 504652, 2011; in the data active means activity change below about -30%; further: on the % scale 0 is the no-effect control and ±100 the full control effect
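Allosteric or orthosteric antagonism assessed as attenuation of the calcium response to EC80 dopamine, added 180 s after compound, in induced HEK293 Trex D1 cells loaded with no-wash calcium dye.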
D2 PAM: HTS Assay for Positive Allosteric Modulators of the Human D2 Dopamine Receptor: Primary Screen for Potentiators; HEK293 T-REx D2, calcium flux, EC20 dopamine potentiation; AID 485347, 2010; potentiation, % at 10 µM; hit rate 0.34% among 340,000;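 active means potentiation over 3 SD above the plate norm, cut at about 30% in these data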; further: 0% is about no effect
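Using a no-wash calcium dye in inducible, force-coupled HEK293 Trex cells expressing D2, we tracked fluorescence each second for 180 s after compound, then for 180 s after EC20 dopamine to detect augmented signalling.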
Vif-APOBEC3F blk: qHTS for Inhibitors of Vif-A3F Interactions: qHTS. Potency, µM (series often up to 46.1 µM), for the others: top-dose activity, negative = active. HeLa A3F-eYFP + Vif (tagged APOBEC3F with the HIV-1 protein that degrades it), YFP fluorescence increase. hit rate 0.2% among 390,000; further: potency means the concentration at half of the fitted maximal effect; % of control where 0% means no effect; nearly all actives have a fitted effect of over 65% in size
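Fluorescence increase (Ex 488/Em 500-530) after overnight compound treatment at 37 deg C flags inhibition of Vif-driven A3F-eYFP loss in stable HeLa A3F-eYFP/Vif cells seeded overnight beforehand.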
Glioma ERSR ind: qHTS for Inducers of the Endoplasmic Reticulum Stress Response (ERSR) in Human Glioma: qHTS; U87-MG GRP78 promoter luciferase reporter, 16 h; Potency, µM, without a hit: at the top dose activation, usual class: activators; hit rate 0.02% among 420,000; AID 602332, 2012; further: potency means the concentration at half of the fitted maximal effect; series mostly up to about 76 µM; % of control where 0% means no effect; nearly all actives have a fitted effect of over 35% in size
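ERSR induction read as luciferase luminescence (Bright-Glo, 10 min at room temperature) in stably transfected human U87-MG glioma cells exposed to compounds for 16 h, using GRP78 as sensor.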
LDHA inh: qHTS assay for inhibitors of human lactate dehydrogenase; L-lactate dehydrogenase A chain (Homo sapiens), P00338; hit rate 0.15% among 480,000; activity change, % (values are at about 110 or 230 µM); purified LDHA, NADH/diaphorase-resazurin fluorescence; hits give low values; in the data active means activity change below about -30%; inconclusive means mostly about -25% to -30%;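 further: plate controls were DMSO wells for no effect and wells without enzyme for full effect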
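Resorufin fluorescence (ex540/em590), read at 0 and 20 min after diaphorase/resazurin addition, reports the NADH left after a 5 min room-temperature reaction of 2 nM human LDH5 with 0.06 mM NADH and 0.2 mM pyruvate.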
Active calls of the source: *; & = joins results of further samples. Unless noted, the call rests on the fitted dose curve; in most records, active means well fitted curve in the direction sought with a large enough effect; inconclusive means small, poorly fitted or top-dose-only effect, or another doubt; inactive means no such curve, though single readings can be large; an effect the other way counts as inactive or inconclusive. This is a subset; rates above refer to the full screens.

O=C(Nc1ccon1)C1CCN(S(=O)(=O)c2cccs2)CC1 was read as D1 potentiator -7, RXFP1 ag 3.2%, D1 agonist 3, Vif-APOBEC3G blk 2%, D1 antag -4, D2 PAM -20, Vif-APOBEC3F blk 12%, Glioma ERSR ind 4% and LDHA inh -4.
Screening COc1ccc2c(c1OC)C(=O)OC2CC(=O)c1ccc2c(c1)OCO2 (configuration not stated) returned D1 potentiator -2, RXFP1 ag 1.1%, D1 agonist 3, Vif-APOBEC3G blk 1%&1%, D1 antag -12, D2 PAM -1, Vif-APOBEC3F blk 0%, Glioma ERSR ind -3%&-1% and LDHA inh -1&0.
For On1c2c(c3c4nonc4ccc31)CCCC2 the results were D1 potentiator -6, RXFP1 ag -0.1%, D1 agonist 0, D1 antag 5 and D2 PAM -13.
For CCN(CC)CC(=O)c1c[nH]c2ccccc12 the results were D1 potentiator -1, RXFP1 ag 0.0%, D1 agonist 1, Vif-APOBEC3G blk 1%, D1 antag 0, D2 PAM -21, Vif-APOBEC3F blk 5%, Glioma ERSR ind -1% and LDHA inh -2.
CC(C)c1ccc(OC(=O)c2ccc3c(=O)n4c(nc3c2)CCC4)cc1 was read as D1 potentiator -10, RXFP1 ag 0.4%, D1 agonist 25, Vif-APOBEC3G blk 0%, D1 antag -7, D2 PAM 15, Vif-APOBEC3F blk 3%, Glioma ERSR ind -2% and LDHA inh -3.
`COc1ccccc1C(c1nnnn1C1CCCC1)N1CCN2CCCC2C1` (configuration not stated) gave D1 potentiator -6, RXFP1 ag 1.2%, D1 agonist -1, Vif-APOBEC3G blk 2%, D1 antag -10, D2 PAM -6, Vif-APOBEC3F blk -7%, Glioma ERSR ind -1% and LDHA inh 0.
COc1ccc(COC(=O)C2CCN(S(=O)(=O)c3cccs3)CC2)cc1 was read as D1 potentiator -1, RXFP1 ag 0.0%, D1 agonist 11, Vif-APOBEC3G blk 6%, D1 antag -25, D2 PAM 3, Vif-APOBEC3F blk 3%, Glioma ERSR ind 0% and LDHA inh -4.
`Cc1cccc(C)c1OCC(=O)NNC(=S)NC(=O)C1CC1` gave D1 potentiator 14, RXFP1 ag 2.1%, D1 agonist 5, Vif-APOBEC3G blk 0%, D1 antag 23, D2 PAM 1, Vif-APOBEC3F blk 1%, Glioma ERSR ind 0% and LDHA inh -4.
`Cn1c(SCCOc2ccc(Cl)cc2)nnc1-c1ccncc1` gave D1 potentiator 3, RXFP1 ag -3.0%, D1 agonist 6, Vif-APOBEC3G blk 1%, D1 antag -8, Vif-APOBEC3F blk 4%, Glioma ERSR ind 0% and LDHA inh -10.
C#CCNC(=O)C1=C[C@H](c2ccc(C(F)(F)F)cc2)C[C@H](OCc2ccc(CO)cc2)O1 was read as D1 potentiator -4, RXFP1 ag 4.0%, D1 agonist 8, Vif-APOBEC3G blk 1%, D1 antag -5, D2 PAM -4, Vif-APOBEC3F blk 9%, Glioma ERSR ind -2% and LDHA inh -3.
Screening Cc1cc(-c2ccccc2)nc(N/N=C/c2ccco2)n1 returned D1 potentiator -4, RXFP1 ag 0.5%, D1 agonist 1, Vif-APOBEC3G blk 3%, D1 antag 7, D2 PAM -2, Vif-APOBEC3F blk 0%, Glioma ERSR ind 6% and LDHA inh -6.
Screening O=C(NCCCn1ccnc1)c1nn2c(C(F)(F)F)cc(-c3ccccc3)nc2c1Cl returned D1 potentiator -2, RXFP1 ag 0.3%, D1 agonist -3, Vif-APOBEC3G blk 1%, D1 antag 21, D2 PAM -2, Vif-APOBEC3F blk -2%, Glioma ERSR ind -1% and LDHA inh -8.

Reprinted at random: 2 compounds from above
C#CCNC(=O)C1=C[C@H](c2ccc(C(F)(F)F)cc2)C[C@H](OCc2ccc(CO)cc2)O1 was read as D1 potentiator -4, RXFP1 ag 4.0%, D1 agonist 8, Vif-APOBEC3G blk 1%, D1 antag -5, D2 PAM -4, Vif-APOBEC3F blk 9%, Glioma ERSR ind -2% and LDHA inh -3.
Screening O=C(NCCCn1ccnc1)c1nn2c(C(F)(F)F)cc(-c3ccccc3)nc2c1Cl returned D1 potentiator -2, RXFP1 ag 0.3%, D1 agonist -3, Vif-APOBEC3G blk 1%, D1 antag 21, D2 PAM -2, Vif-APOBEC3F blk -2%, Glioma ERSR ind -1% and LDHA inh -8.

(cont.)
Screening CC(=O)OCC1OC(n2ccc3ccccc32)C(OC(C)=O)C(OC(C)=O)C1OC(C)=O (configuration not stated) returned D1 potentiator 6, RXFP1 ag 0.8%, D1 agonist 5, Vif-APOBEC3G blk 1%, D1 antag 3, D2 PAM 9, Vif-APOBEC3F blk -4%, Glioma ERSR ind -5% and LDHA inh 2.
For CCOc1cc(OCC)cc(C(=O)NC(=S)Nc2cccc(C(F)(F)F)c2)c1 the results were D1 potentiator -6, RXFP1 ag 0.4%, D1 agonist 8, Vif-APOBEC3G blk 0%, D1 antag 21, D2 PAM 10, Vif-APOBEC3F blk inconclusive, Glioma ERSR ind -3% and LDHA inh -2.
`CC(=O)Oc1ccc(C(=O)N2c3ccccc3NC(=O)C2C)cc1` (configuration not stated) gave D1 potentiator -6, RXFP1 ag 1.2%, D1 agonist 1, Vif-APOBEC3G blk -4%, D1 antag -10, D2 PAM -1, Vif-APOBEC3F blk -10%, Glioma ERSR ind 1% and LDHA inh -3.
For COCCNC(=O)CC(NS(=O)(=O)c1ccc(C)cc1)c1ccco1 (configuration not stated) the results were D1 potentiator -2, RXFP1 ag 2.7%, D1 agonist 4, Vif-APOBEC3G blk 0%, D1 antag 6, D2 PAM 12, Vif-APOBEC3F blk 3%, Glioma ERSR ind -3% and LDHA inh -1.
For Cc1nc2ccccn2c1C(=O)N/N=C/c1ccc2c(c1)OCO2 the results were D1 potentiator -8, RXFP1 ag 3.8%, D1 agonist 2, Vif-APOBEC3G blk -29%, D1 antag -20, D2 PAM -5, Vif-APOBEC3F blk -3%, Glioma ERSR ind 2% and LDHA inh -6.
`Cc1cccc(NC(=O)CSc2cn(CC(=O)N3CCC(C)CC3)c3ccccc23)c1C` gave D1 potentiator 0, RXFP1 ag 2.5%, D1 agonist 1, Vif-APOBEC3G blk 2%, D1 antag 23, D2 PAM 6, Vif-APOBEC3F blk 6%, Glioma ERSR ind -5% and LDHA inh -6.
Screening COc1ccc2c(c1)[nH]c1c(=O)n(Cc3ccccn3)cnc12 returned D1 potentiator 9, RXFP1 ag 16%, D1 agonist -3, Vif-APOBEC3G blk 0%, D1 antag -1, D2 PAM 13, Vif-APOBEC3F blk 6%, Glioma ERSR ind -10% and LDHA inh -1.
NC(=O)CSc1nnc2n(N)c(=O)c3ccccc3n12 was read as D1 potentiator -12, RXFP1 ag 9.6%, D1 agonist 1, Vif-APOBEC3G blk -7%, D1 antag -30, Vif-APOBEC3F blk -19%, Glioma ERSR ind -3% and LDHA inh -3.
Screening COc1ccc(Cn2ccnc2SCC(=O)NCc2ccco2)cc1 returned D1 potentiator 3, RXFP1 ag 3.0%, D1 agonist 0, Vif-APOBEC3G blk 2%, D1 antag -12, D2 PAM 3, Vif-APOBEC3F blk 0%, Glioma ERSR ind -3% and LDHA inh -12.
CCCn1c(SCC(=O)N2CCCCC2)nnc1-c1ccccn1 was read as D1 potentiator -1, RXFP1 ag 1.0%, D1 agonist 1, D1 antag 15 and D2 PAM -1.
For Cc1ccc(NC(=O)c2c(C)oc3ccc(O)c(CN4CCOCC4)c23)c(C)c1 the results were D1 potentiator 1, RXFP1 ag 1.1%, D1 agonist -2, Vif-APOBEC3G blk -5%, D1 antag -4, D2 PAM 9, Vif-APOBEC3F blk -2%, Glioma ERSR ind -3% and LDHA inh -3.
O=C1CN(C(=O)NCC(=O)N[C@H](Cc2ccccc2)C(=O)O)c2ccccc2N1 was read as D1 potentiator 1, RXFP1 ag 2.2%, D1 agonist 1, Vif-APOBEC3G blk 0%, D1 antag 7, D2 PAM 6, Vif-APOBEC3F blk -2%, Glioma ERSR ind -5% and LDHA inh -3.
O=C(CSc1nnc(NC(=O)C2CC2)s1)NCc1cccs1 was read as D1 potentiator 1, RXFP1 ag -1.4%, D1 agonist 4, Vif-APOBEC3G blk -1%, D1 antag 17, D2 PAM 6, Vif-APOBEC3F blk -3%, Glioma ERSR ind 2% and LDHA inh 1.
For O=C(Nc1ccc(S(=O)(=O)N2CCOCC2)cc1)c1ccccc1 the results were D1 potentiator 4, RXFP1 ag 0.2%, D1 agonist 4, Vif-APOBEC3G blk -3%, D1 antag 1, D2 PAM 2, Vif-APOBEC3F blk -2%, Glioma ERSR ind 2% and LDHA inh -9.
`O=C(CN1CCOCC1)N1CCOCC1` gave Vif-APOBEC3G blk 0%, Vif-APOBEC3F blk -5%, Glioma ERSR ind -5% and LDHA inh -6.
Screening COc1cc2c(cc1OC)CN(C(=O)CNS(=O)(=O)c1ccc(C)c(C)c1)CC2 returned D1 potentiator -1, RXFP1 ag 0.5%, D1 agonist 0, Vif-APOBEC3G blk -2%, D1 antag 0, D2 PAM 20, Vif-APOBEC3F blk 0%, Glioma ERSR ind -4% and LDHA inh 3.
For Cc1ccc(C)c(OCC(O)CNC2CCCC2)c1 (configuration not stated) the results were D1 potentiator -7, RXFP1 ag 2.2%, D1 agonist 19, Vif-APOBEC3G blk 2%, D1 antag -10, D2 PAM -6, Vif-APOBEC3F blk -12%, Glioma ERSR ind -1% and LDHA inh -9.
COc1ccccc1N=Cc1c(C)c(C#N)c2[nH]c3ccccc3n2c1=O was read as D1 potentiator -1, RXFP1 ag 1.7%, D1 agonist 1, Vif-APOBEC3G blk -2%, D1 antag -2, D2 PAM -4, Vif-APOBEC3F blk -13%, Glioma ERSR ind 2% and LDHA inh 2.
